GPR55 antagonists: GPR55 antagonists blocking LPI-driven arrestin recruitment, primary screen, imaging, U2OS, beta-arrestin-GFP, LPI agonist (AID 2013); U2OS GPR55 beta-arrestin-GFP translocation imaging, LPI antagonism; higher % means a stronger effect; one-dose inhibition, % at 10 µM; IC50 in µM for titrated hits; 290,000 tested, 0.13% active;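 active = spots per cell inhibited over 60%, with over 100 cells counted and total cytoplasm intensity under 500,000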;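 note: U2OS cells stably carrying GPR55 and arrestin-GFP stimulated by 5 µM LPI near EC80; imaged beta-arrestin-GFP aggregate spots per cell after agonist stimulation; plate controls were LPI-stimulated DMSO wells for no effect and DMSO wells without LPI for full effect; some results filed as inactive read as strong as hits; confirmed hits need IC50 under 10 µM and bright autofluorescent wells are also inconclusive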
GPR55 activation: selective activators of receptor GPR55 – imaging, U2OS cells, beta-arrestin-GFP redistribution, primary screen (AID 1961). U2OS GPR55 beta-arrestin-GFP redistribution imaging; higher % means a stronger effect. activation, % at 10 µM, or EC50 in µM where a hit was titrated. 290,000 tested, 0.048% active;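 active = activation above 40% with more than 50 cells counted in the well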;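 note: U2OS osteosarcoma cells stably expressing GPR55 and beta-arrestin-GFP; plate controls were DMSO negative control for no effect and LPI positive control for full effect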
GPR35 arrestin U2OS: inhibition of zaprinast-stimulated GPR35 beta-arrestin translocation – imaging, U2OS, beta-arrestin-GFP, zaprinast agonist, primary screen (AID 2058); U2OS GPR35 beta-arrestin-GFP translocation imaging, zaprinast antagonism; higher % means a stronger effect; inhibition, % at 10 µM; hits with a dose series show IC50 in µM; 290,000 tested, 0.052% active;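 active = inhibition of at least 50% with at least 30 cells and total cytoplasm GFP at most 10,000,000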
NTR1 agonist: agonists of NTR1, primary screen, imaging, U2OS cells, beta-arrestin-GFP, high content (AID 493036); NTR1-U2OS beta-arrestin-GFP spot imaging, agonist mode; activation, % at 20 µM; 330,000 tested, 0.17% active;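 active = activation at or above 40% of the spot to cytoplasm intensity ratio, with at least 20 cells analyzed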;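 note: 0% = DMSO without peptide and 100% = 100 nM NTR1 peptide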
Target sequence (P30989 whole entry, looked up): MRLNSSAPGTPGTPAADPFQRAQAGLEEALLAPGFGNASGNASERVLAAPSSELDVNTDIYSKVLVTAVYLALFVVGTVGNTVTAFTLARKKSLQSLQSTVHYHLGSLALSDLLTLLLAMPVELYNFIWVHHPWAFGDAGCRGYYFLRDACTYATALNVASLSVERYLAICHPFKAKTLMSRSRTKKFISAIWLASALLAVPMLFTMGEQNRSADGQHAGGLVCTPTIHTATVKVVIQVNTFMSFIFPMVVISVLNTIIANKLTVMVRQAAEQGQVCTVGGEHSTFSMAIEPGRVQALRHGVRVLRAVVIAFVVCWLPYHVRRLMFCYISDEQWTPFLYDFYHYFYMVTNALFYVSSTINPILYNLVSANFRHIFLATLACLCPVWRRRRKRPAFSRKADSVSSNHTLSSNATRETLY
West Nile antiviral: inhibition of WNV-induced cytopathic effect – cell-based, CPE readout (AID 1621). 290,000 tested, 0.02% active. CPE inhibition, % at 10 µM; hits with a dose series show IC50 in µM. West Nile virus-infected cells, CPE inhibition; higher % means a stronger effect; in the data active = a potency from the dose series; note: strong numbers were not always called active
KOR beta-arrestin-1: kappa opioid receptor blockers – cell-based, luminescence, uHTS (AID 1778). KOR beta-arrestin recruitment, luminescence, antagonist mode; higher % means a stronger effect. one-dose inhibition, % at 10 µM; IC50 in µM for titrated hits. 290,000 tested, 0.091% active; in the data active = inhibition above about 50%; note: strong numbers were not always called active
KOR beta-arrestin-2: KOR agonists, beta-arrestin recruitment, primary screen, cell-based, luminescence, uHTS (AID 1777); KOR beta-arrestin recruitment, luminescence; higher % means a stronger effect; one-dose activation, % at 10 µM; EC50 in µM for titrated hits; 280,000 tested, 0.02% active; in the data active = activation above about 50%, passing the limit was not always enough; note: a part of the inactive calls stands beside numbers as strong as those of hits
T cell modulator: T cell immune modulation candidate; 330,000 tested, 0.068% active; calls only at 7 µM; 2C CD8+ T cell-vesicle binding, flow cytometry; stronger effect = lower value;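 active = response, share of CD8 T cells binding vesicles, and their 90th percentile fluorescence all below set limits, cut at about 80% in these data, passing the limit was not always enough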
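Also added: QL9-peptide-loaded Drosophila micro-vesicles bearing Ld, ICAM-1 and B7-1; Test system: purified 2C TCR transgenic mouse naive CD8+ T cells; Measured by: cytometric PE anti-B7-1 and Alexa647 anti-CD8 signals after 1% paraformaldehyde fixation; Timing: binding step 1.5 h, 37 °C, antibody labelling 20 min, ice.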
PhoP inhibition: inhibitors of PhoP regulon expression, primary screen, Salmonella Typhimurium, GFP reporter (AID 1863); S. Typhimurium PhoP-regulated promoter GFP reporter, 4 h; higher % means a stronger effect; inhibition, % at 50 µM; hits with a dose series show IC50 in µM; 300,000 tested, 0.16% active;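 active = inhibition over 29.93%, a cutoff 3 SD above the screen mean, later confirmed by dose response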;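 note: 0% = low Mg2+ inducing control and 100% = high Mg2+ repressing control; strong numbers were not always called active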
T cell modulator vesicle-bound %: recorded beside T cell modulator, whose call it bears; double positive events, %; measured here: CD8+ vesicle-bound cell fraction;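 binding gate set so that unloaded-vesicle control wells show 10% double positive cells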
NTR1 agonist cell count 20 µM: recorded beside NTR1 agonist, whose call it bears; cell count; measured here: cell count, cytotoxicity flag
Starred values were filed as active, the others as inactive; [ ] = dose if it differs, or a comment.

CCOc1ccc(/C=C/C(=O)Nc2ccc3[nH]c(=O)[nH]c3c2)cc1 was read as GPR55 antagonists -11.2%, GPR55 activation 0.2%, GPR35 arrestin U2OS -5.2%, NTR1 agonist 0.8, West Nile antiviral 0.2%, KOR beta-arrestin-1 -40.0%, KOR beta-arrestin-2 -2.0%, T cell modulator inactive, PhoP inhibition -13.9%, T cell modulator vesicle-bound % 48.1 and NTR1 agonist cell count 20 µM 40.
`Cc1nc(N)sc1-c1csc(Nc2cccc(O)c2)n1` gave GPR55 antagonists 3.2%, GPR55 activation -0.2%, GPR35 arrestin U2OS 6.9%, NTR1 agonist -1.2, West Nile antiviral -0.4%, KOR beta-arrestin-1 17.4%, KOR beta-arrestin-2 1.3%, T cell modulator inactive, PhoP inhibition 2.2%, T cell modulator vesicle-bound % 45.2 and NTR1 agonist cell count 20 µM 64.
COc1ccccc1CC(=O)Nc1ccc2c(c1)C(=O)NC2=O was read as GPR55 antagonists -1.5%, GPR35 arrestin U2OS -29.2%, NTR1 agonist 1.0, West Nile antiviral 0.0%, KOR beta-arrestin-1 -42.8%[20 µM], KOR beta-arrestin-2 -1.5%, T cell modulator inactive, PhoP inhibition -1.9%, T cell modulator vesicle-bound % 65.6 and NTR1 agonist cell count 20 µM 49.
For CCCCNc1ncnc2c1cnn2Cc1ccc(Cl)cc1 the results were GPR55 antagonists -11.9%, GPR55 activation -0.1%, GPR35 arrestin U2OS -3.5%, NTR1 agonist 1.0, West Nile antiviral 0.5%, KOR beta-arrestin-1 1.8%, KOR beta-arrestin-2 -2.9%, T cell modulator inactive, PhoP inhibition 1.7%, T cell modulator vesicle-bound % 60.1 and NTR1 agonist cell count 20 µM 45.
For O=C(O)C1CC(=O)N(Cc2cccnc2)C1 (stereo unspecified) the results were GPR55 antagonists 0.1%, GPR55 activation -0.2%, GPR35 arrestin U2OS -5.5%, NTR1 agonist -1.8, West Nile antiviral 0.3%, KOR beta-arrestin-1 5.9%, KOR beta-arrestin-2 6.1%, T cell modulator inactive, PhoP inhibition -7.2%, T cell modulator vesicle-bound % 62.5 and NTR1 agonist cell count 20 µM 48.
For CC(C)c1ccccc1NC(=O)Cn1c(-c2ccccc2Cl)nc2ccccc21 the results were GPR55 antagonists 3.4%, GPR55 activation 0.1%, GPR35 arrestin U2OS 4.5%, NTR1 agonist 0.3, West Nile antiviral -0.5%, T cell modulator inactive, PhoP inhibition -2.9%, T cell modulator vesicle-bound % 30.9 and NTR1 agonist cell count 20 µM 50.
For O=c1cc(O)c2sc3nc(-c4ccccc4)cc(C(F)(F)F)c3c2[nH]1 the results were GPR55 antagonists -41.4%, GPR55 activation 0.3%, GPR35 arrestin U2OS -3.1%, NTR1 agonist -0.8, West Nile antiviral 0.0%, KOR beta-arrestin-1 -38.5%, KOR beta-arrestin-2 5.5%, T cell modulator inactive, PhoP inhibition -20.5%, T cell modulator vesicle-bound % 40.8 and NTR1 agonist cell count 20 µM 45.
For CC1CCCN(CCCNC(=O)c2coc3nc4ccccc4nc23)C1 (stereo unspecified) the results were GPR55 antagonists 9.9%, GPR55 activation -0.1%, GPR35 arrestin U2OS 1.5%, NTR1 agonist -1.3, West Nile antiviral 0.1%, KOR beta-arrestin-1 -22.3%, KOR beta-arrestin-2 6.9%, T cell modulator inactive, PhoP inhibition -6.0%, T cell modulator vesicle-bound % 14.5 and NTR1 agonist cell count 20 µM 43.
`C/C(=C\C(=O)c1ccncc1)Nc1ccccc1O` gave GPR55 antagonists 14.4%, GPR55 activation -0.2%, GPR35 arrestin U2OS -4.8%, NTR1 agonist -1.1, West Nile antiviral 1.3%, KOR beta-arrestin-1 -41.1%, KOR beta-arrestin-2 4.2%, T cell modulator inactive, PhoP inhibition -2.6%, T cell modulator vesicle-bound % 6.7 and NTR1 agonist cell count 20 µM 56.
Screening Cc1cc(C)c2c(n1)nn1c(N3CCN(Cc4ccccc4)CC3)cc(C)nc21 returned GPR55 antagonists 4.1%, GPR55 activation -0.2%, GPR35 arrestin U2OS 1.7%, KOR beta-arrestin-1 -20.2% and KOR beta-arrestin-2 2.4%.
`CCCCN(CC)CCNC(=O)c1nn(-c2ccc(OC)cc2)c(=O)c2c1c1ccccc1n2C` gave GPR55 antagonists 4.1%, GPR55 activation -0.3%, GPR35 arrestin U2OS -15.6%, NTR1 agonist 3.2, West Nile antiviral 0.2%, KOR beta-arrestin-1 -7.9%, KOR beta-arrestin-2 -1.7%, T cell modulator inactive, PhoP inhibition 0.1%, T cell modulator vesicle-bound % 62.5 and NTR1 agonist cell count 20 µM 78.
Screening Nc1cc(S(=O)(=O)C(F)(F)F)ccc1C(=O)O returned GPR55 antagonists -2.9%, GPR55 activation 0.6%, GPR35 arrestin U2OS -8.4%, NTR1 agonist -1.3, West Nile antiviral 0.3%, KOR beta-arrestin-1 -6.4%, KOR beta-arrestin-2 16.7%, T cell modulator inactive, PhoP inhibition -9.2%, T cell modulator vesicle-bound % 40.2 and NTR1 agonist cell count 20 µM 29.
`CC1CCCCC1N=CC1=C(O)CC(C)(C)CC1=O` (stereo unspecified) gave GPR55 antagonists -1.5%, GPR55 activation -1.0%, GPR35 arrestin U2OS 9.0%, NTR1 agonist -1.5, West Nile antiviral -0.9%, KOR beta-arrestin-1 14.7%, KOR beta-arrestin-2 5.7%, PhoP inhibition -5.9% and NTR1 agonist cell count 20 µM 48.
`COC(=O)c1c(-c2ccccc2)csc1NC1=NS(=O)(=O)c2ccccc21` gave GPR55 antagonists 3.2%, GPR55 activation 0.1%, GPR35 arrestin U2OS -6.1%, NTR1 agonist 1.9, West Nile antiviral 0.2%, KOR beta-arrestin-1 -26.0%, KOR beta-arrestin-2 3.6%, T cell modulator inactive, PhoP inhibition -5.2%, T cell modulator vesicle-bound % 26.2 and NTR1 agonist cell count 20 µM 57.
For COCCNc1ccc(-c2n[nH]c(=O)c3ccccc23)cc1[N+](=O)[O-] the results were GPR55 antagonists 0.6%, GPR55 activation 0.0%, GPR35 arrestin U2OS -6.5%, NTR1 agonist 2.6, West Nile antiviral 0.4%, KOR beta-arrestin-1 18.6%, KOR beta-arrestin-2 -3.0%, T cell modulator inactive, PhoP inhibition 3.0%, T cell modulator vesicle-bound % 59.2 and NTR1 agonist cell count 20 µM 68.
`O=C(Cn1cnc2ccccc2c1=O)N1CCN(Cc2ccc3c(c2)OCO3)CC1` gave GPR55 antagonists 9.0%, GPR55 activation -0.1%, GPR35 arrestin U2OS -9.4%, NTR1 agonist -0.7, KOR beta-arrestin-1 2.2%, KOR beta-arrestin-2 -5.8%, T cell modulator inactive, PhoP inhibition -11.0%, T cell modulator vesicle-bound % 27.8 and NTR1 agonist cell count 20 µM 40.
For O=C(/C=C/c1ccc2c(c1)OCO2)Nc1nc2ccccc2s1 the results were GPR55 antagonists 17.1%, GPR55 activation 1.2%, GPR35 arrestin U2OS -16.8%, NTR1 agonist -0.6, West Nile antiviral -0.9%, KOR beta-arrestin-1 20.4%, KOR beta-arrestin-2 -3.2%, T cell modulator inactive, PhoP inhibition 2.9%, T cell modulator vesicle-bound % 45.8 and NTR1 agonist cell count 20 µM 44.
`NS(=O)(=O)c1ccc(NN=C2CCCCC2)c([N+](=O)[O-])c1` gave GPR55 antagonists -3.7%, GPR55 activation -0.3%, GPR35 arrestin U2OS -10.5%, NTR1 agonist 2.9, West Nile antiviral 0.3%, KOR beta-arrestin-1 -47.0%, KOR beta-arrestin-2 2.2%, T cell modulator inactive, PhoP inhibition -4.8%, T cell modulator vesicle-bound % 8.9 and NTR1 agonist cell count 20 µM 62.
Screening O=C(O)CSCC(=O)Nc1ccc(-c2nc3ccccc3s2)cc1 returned GPR55 antagonists -3.1%, GPR55 activation 0.6%, GPR35 arrestin U2OS -11.0%, NTR1 agonist -0.7, West Nile antiviral 0.2%, KOR beta-arrestin-1 26.2%, KOR beta-arrestin-2 2.9%, T cell modulator inactive, PhoP inhibition -5.2%, T cell modulator vesicle-bound % 15.1 and NTR1 agonist cell count 20 µM 40.
Screening O=C(c1cc2ccccc2o1)N1CCN(C/C=C/c2ccccc2)CC1 returned GPR55 antagonists -4.7%, GPR55 activation -0.1%, GPR35 arrestin U2OS 3.8%, NTR1 agonist 5.0, West Nile antiviral -1.1%, KOR beta-arrestin-1 -20.6%, KOR beta-arrestin-2 1.7%, T cell modulator inactive, PhoP inhibition 5.3%, T cell modulator vesicle-bound % 13.8 and NTR1 agonist cell count 20 µM 30.
Screening COc1ccccc1-c1cc(C(=O)Nc2ccccc2SC)no1 returned GPR55 antagonists 7.8%, GPR55 activation 0.2%, GPR35 arrestin U2OS 4.9%, NTR1 agonist 0.7, West Nile antiviral -0.8%, KOR beta-arrestin-1 -48.4%, KOR beta-arrestin-2 6.2%, T cell modulator inactive, PhoP inhibition -2.8%, T cell modulator vesicle-bound % 25.9 and NTR1 agonist cell count 20 µM 59.
`CCn1c(SCc2nc3ccccc3[nH]2)nnc1-c1ccc(OC)cc1` gave GPR55 antagonists 11.3%, GPR55 activation -0.1%, GPR35 arrestin U2OS -3.6%, NTR1 agonist 0.2, West Nile antiviral 0.4%, KOR beta-arrestin-1 -29.1%, KOR beta-arrestin-2 -2.0%, T cell modulator inactive, PhoP inhibition 5.6%, T cell modulator vesicle-bound % 27.2 and NTR1 agonist cell count 20 µM 71.
O=C(c1ccncc1)N1N=C(C2CCCCC2)CC1(O)C(F)(F)F (stereo unspecified) was read as GPR55 antagonists 4.8%, GPR55 activation -0.3%, GPR35 arrestin U2OS -3.9%, NTR1 agonist 0.3, West Nile antiviral 0.0%, KOR beta-arrestin-1 1.0%, KOR beta-arrestin-2 -4.9%, T cell modulator inactive, PhoP inhibition -4.0%, T cell modulator vesicle-bound % 61.5 and NTR1 agonist cell count 20 µM 49.
O=C(NCc1ccccn1)Nc1ccccc1 was read as GPR55 antagonists 4.3%, GPR55 activation -0.1%, GPR35 arrestin U2OS 21.9%, NTR1 agonist 1.1, West Nile antiviral 0.1%, KOR beta-arrestin-1 -21.5%[20 µM], T cell modulator inactive, PhoP inhibition -3.6%, T cell modulator vesicle-bound % 35.3 and NTR1 agonist cell count 20 µM 52.
CCOC(=O)c1cc(CC)sc1NC(=O)Cc1ccccc1 was read as GPR55 antagonists 6.5%, GPR55 activation -0.1%, GPR35 arrestin U2OS 8.6%, NTR1 agonist 9.7, West Nile antiviral -0.9%, KOR beta-arrestin-1 -32.3%, KOR beta-arrestin-2 0.1%, T cell modulator inactive, PhoP inhibition -4.7%, T cell modulator vesicle-bound % 27.6 and NTR1 agonist cell count 20 µM 42.
